# Compound activity from PubChem.
# Pol eta inh: DNA polymerase eta (human) inhibition | Q9Y253 | recombinant Pol eta, fluorescent DNA replication assay | Potency, µM (titrated, usually from 114 µM), inactives show at the highest dose activity change, negative = inhibition, actives largely listed as inhibitors | hit rate 1.2% among 390,000; further: on the % scale 0 is the no-effect control and ±100 the full control effect
#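 Pol eta at 10 nM preincubated with compounds 15 min at room temperature; reaction started with fluorescent substrate (50 nM final) and read kinetically at 0 and 10 min.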
# APE1 inh: inhibitors of human APE1 endonuclease | Potency, µM (highest dose often 65.8 µM), inactives show at the highest dose activity change, negative = inhibition, hits mostly inhibitors | recombinant APE1, TAMRA/BHQ-2 abasic DNA cleavage fluorescence | hit rate 0.35% among 350,000 | P27695;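 further: plate controls were vehicle for no effect and reference inhibitor for full effect; nearly all actives have a fitted effect of over 55% in size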
#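 Activity was derived from the fluorescence gain between first and third kinetic reads (60 s intervals, ex 525/em 598 nm) after 50 nM THF-abasic TAMRA/BHQ-2 duplex was added to 0.75 nM APE1 preincubated 15 min with compound.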
# Pol beta inh: blocks human DNA polymerase beta activity; hit rate 1.3% among 340,000; P06746; Potency, µM (top dose mostly 114 µM), inactives show at the top dose activity change, negative = inhibition, most hits filed as inhibitors; Pol beta primer extension/strand displacement, fluorescence kinetic; AID 485314; further: on the % scale 0 is the no-effect control and ±100 the full control effect
#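 Curves were derived by four-parameter Hill fits of normalized qHTS data. The kinetic fluorescent primer-extension read was taken at 0 and 10 min after 50 nM substrate, following a 15 min room-temperature preincubation of 10 nM enzyme with compounds.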
# BLM inh: blocks DNA unwinding by human BLM helicase; P54132; recombinant BLM DNA unwinding, fluorescence dequenching; Potency, µM (series often up to 56.1 µM), without a hit: at the top dose activity change, negative = inhibition, actives largely listed as inhibitors; hit rate 0.2% among 350,000;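 further: plate controls were vehicle for no effect and no enzyme for full effect; nearly all actives have a fitted effect of over 35% in size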
# Target sequence (P54132 whole entry, looked up): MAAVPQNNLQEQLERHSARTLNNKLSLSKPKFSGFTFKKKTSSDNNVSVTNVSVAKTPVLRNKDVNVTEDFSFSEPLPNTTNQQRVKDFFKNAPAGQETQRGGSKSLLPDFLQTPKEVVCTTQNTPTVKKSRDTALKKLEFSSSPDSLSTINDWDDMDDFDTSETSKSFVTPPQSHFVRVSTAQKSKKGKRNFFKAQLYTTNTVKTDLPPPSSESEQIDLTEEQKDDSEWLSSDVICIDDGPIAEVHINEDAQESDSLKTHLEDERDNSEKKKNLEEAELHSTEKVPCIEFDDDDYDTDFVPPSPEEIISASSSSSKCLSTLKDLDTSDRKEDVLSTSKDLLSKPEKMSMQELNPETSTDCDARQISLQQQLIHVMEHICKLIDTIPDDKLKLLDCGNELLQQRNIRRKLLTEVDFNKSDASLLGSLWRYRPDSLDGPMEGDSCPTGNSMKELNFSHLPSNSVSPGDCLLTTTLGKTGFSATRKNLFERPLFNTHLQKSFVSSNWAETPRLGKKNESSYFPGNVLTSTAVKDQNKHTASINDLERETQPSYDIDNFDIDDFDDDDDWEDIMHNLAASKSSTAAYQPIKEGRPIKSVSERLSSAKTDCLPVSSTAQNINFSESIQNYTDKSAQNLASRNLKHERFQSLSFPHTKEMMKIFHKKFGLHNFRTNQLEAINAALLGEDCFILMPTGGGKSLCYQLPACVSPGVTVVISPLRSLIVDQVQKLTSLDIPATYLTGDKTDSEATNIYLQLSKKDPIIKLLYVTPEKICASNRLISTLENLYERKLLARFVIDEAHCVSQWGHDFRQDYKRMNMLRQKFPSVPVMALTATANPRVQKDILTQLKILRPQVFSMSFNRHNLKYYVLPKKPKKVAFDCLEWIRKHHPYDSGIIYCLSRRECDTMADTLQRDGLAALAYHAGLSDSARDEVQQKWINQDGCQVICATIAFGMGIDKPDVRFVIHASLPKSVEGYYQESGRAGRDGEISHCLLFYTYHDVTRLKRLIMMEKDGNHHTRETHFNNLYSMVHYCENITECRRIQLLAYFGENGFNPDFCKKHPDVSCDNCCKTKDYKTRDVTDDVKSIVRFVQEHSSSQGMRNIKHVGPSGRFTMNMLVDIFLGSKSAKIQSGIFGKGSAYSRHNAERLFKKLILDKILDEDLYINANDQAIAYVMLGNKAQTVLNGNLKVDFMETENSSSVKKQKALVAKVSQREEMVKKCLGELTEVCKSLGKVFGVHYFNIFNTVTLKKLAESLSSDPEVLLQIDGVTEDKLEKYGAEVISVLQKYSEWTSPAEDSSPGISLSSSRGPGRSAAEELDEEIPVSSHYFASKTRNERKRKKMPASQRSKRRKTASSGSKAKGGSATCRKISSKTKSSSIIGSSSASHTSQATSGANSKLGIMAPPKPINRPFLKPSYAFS
# POLK inh: blocks human DNA polymerase kappa activity; Q9UBT6; AID 588579; Potency, µM (doses to about 107 µM), inactives show at the top dose activity, negative = inhibition, usual class: inhibitors; hit rate 0.53% among 400,000; purified Pol kappa, fluorescent DNA synthesis assay, 10 min; further: on the % scale 0 is the no-effect control and ±100 the full control effect
#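 Activity was followed as the change in fluorescence between reads at 0 and 10 min after starting the reaction with 50 nM substrate. Beforehand, 10 nM polymerase had been preincubated with compound for 15 min at room temperature.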
# POLI inh: inhibitors of human DNA polymerase iota; Q9UNA4; Pol iota fluorescent replication assay, 10 min; Potency, µM (series often up to 115 µM), without a hit: at the top dose activity, negative = inhibition, most hits filed as inhibitors; hit rate 1% among 390,000; AID 588590
#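 Fluorescent replication assay read twice, at 0 min and 10 min after adding 50 nM (final) substrate. Enzyme (10 nM) and compounds were first incubated 15 min at room temperature; enzyme-free buffer wells were negative controls.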
# BAZ2B block: BAZ2B (human) inhibition | AlphaScreen BAZ2B-H3K14Ac peptide displacement | AID 504333 | Potency, µM (titrated, usually from 114 µM), without a hit: at the top dose activity change, negative = inhibition, actives largely listed as inhibitors | hit rate 4.4% among 360,000; further: on the % scale 0 is the no-effect control and ±100 the full control effect; nearly all actives have a fitted effect of over 60% in size
#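 AlphaScreen displacement: compounds (up to 110uM) incubated 30 min at room temperature with a preformed 50 nM BAZ2B/50 nM biotinylated H3K14Ac peptide complex in PBS pH 7.4 with Tween-20. Donor and acceptor beads at 10 ug/mL final added, 20 min light-protected before reading.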
# G9a block: G9a (human) methyltransferase inhibition. Q96KQ7. G9a H3K9 monomethylation, AlphaScreen, 2 h. Potency, µM (doses to about 102 µM), inactives show at the top dose activity, negative = inhibition, usual class: inhibitors. hit rate 8.8% among 350,000. AID 504332; further: on the % scale 0 is the no-effect control and ±100 the full control effect; nearly all actives have a fitted effect of over 75% in size
#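 Compounds were preincubated with 20 nM G9a for 15 min, after which biotinylated H3K9 peptide (500 nM) and SAM (20 uM) started a 2 h room-temperature reaction. Monomethylated product was quantified by antibody-based AlphaScreen chemiluminescence.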
# Apoferritin bind: binds horse apoferritin like a general anesthetic. hit rate 0.074% among 350,000. Potency, µM (doses to about 77.5 µM), for the others: at the top dose activity change, negative = displacement, usual class: inhibitors. apoferritin/1-aminoanthracene competitive binding, fluorescence. AID 485281. P02791; further: on the % scale 0 is the no-effect control and ±100 the full control effect; nearly all actives have a fitted effect of over 20% in size
#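 Horse-spleen apoferritin (10 uM) was mixed with 50% saturated 1-aminoanthracene in PBS, exposed to compounds for 10 min at room temperature, and read for fluorescence (ex 380 nm, em 535 nm). Competitive displacement was fitted with a four-parameter Hill equation.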
# * = called active by the depositor; ? = inconclusive; nt = not tested or not shown; [ ] = remark or other dose. The call rests on the fitted dose curve; in most records, active means well fitted curve in the direction sought with a large enough effect; inconclusive means small, poorly fitted or top-dose-only effect, or another doubt; inactive means no such curve, though single readings can be large; an effect the other way counts as inactive or inconclusive. Potency means the concentration at half of the fitted maximal effect.
SMILES,Pol eta inh,APE1 inh,Pol beta inh,BLM inh,POLK inh,POLI inh,BAZ2B block,G9a block,Apoferritin bind
O=C1C(=O)N(CCCN2CCOCC2)C(c2ccc([N+](=O)[O-])cc2)/C1=C(/O)c1ccc2c(c1)OCO2 (centres undefined),4%,6%,-10%,-6%,-7%,16%,-21%,50µM*,-15%
CN1CCN(c2ncc3nc(-c4ccccc4)c(=O)n(C4CC4)c3n2)CC1,nt,4%,nt,-9%,-7%[60.1 µM],nt,nt,13%[0.501 µM],nt
CCS(=O)(=O)N1CCc2cc(C(=O)Nc3cccc(C)c3C)ccc21,0%,nt,-21%,-25%,-4%,-5%,-29%,-43%[59 µM],-2%
CCOc1ccc2nc(NC(=O)c3nc(SCc4ccc(C)cc4)ncc3Cl)sc2c1,-17%,nt,25%,4%,7%,5%,-5%,3%[59 µM],4%
CCN(CC)CCCNC(=S)Nc1ccc(Br)cc1,-21%,-11%,3%,-7%,-2%,15%,-3%,12%,-7%
CCc1ccc(CN2CCCC(CCC(=O)N3CCN(c4ccccn4)CC3)C2)o1 (centres undefined),-7%,12%,15%,-1%,3%,3%,-12%,18%[59 µM],-5%
Cc1ccccc1S(=O)(=O)Cc1ccc(C(=O)NC2CCCC2)o1,-8%,8%,-25%,-1%,-20%,-12%,-1%,-6%,-2%
Cn1c(=O)c(-c2cccs2)nc2cnc(OCc3ccccc3)nc21,nt,?,nt,5%,0%[60.1 µM],nt,nt,-4%[0.501 µM],nt
CCOC(=O)CN1Cc2cccc(C(=O)O)c2C1=O,?,11%,24%,0%,-15%,-5%,9%,?,-8%
O=c1[nH]c2cc3ccccc3cc2nc1C(F)(F)F,4%,14%,33%[activator],-3%,-15%,115%[activator],6%,20%,-9%
CCN(CC)C(=O)c1ccc(Oc2ccc([N+](=O)[O-])cc2Cl)cc1,-15%,0%,26%,-4%,-20%,27%,-32%,?,?
Clc1ccc(-n2ncc3c(NCc4ccc5c(c4)OCO5)ncnc32)cc1,-15%,0%,3%,-2%,-5%,-5%,-4%,4%,?
O=C(Nc1nnc(SCC(=O)N2CCOCC2)s1)c1ccccc1,-17%,?,-7%,3%,-2%,2%,3%,10µM*,-1%
Cc1ccc(-n2c3nc(=O)n(C)c(=O)c-3cc3ccccc32)c(C)c1,-12%,nt,2%,0%,-16%,1%,nt,1%[59 µM],52%[activator]
COc1ccc(NC(=O)CN(C)CC(=O)NC2CCCCC2C)cc1 (centres undefined),-17%,-13%,nt,nt,?,?,10%,28µM*,nt
COc1ccc(N2CCN(C(=O)CN(c3ccccc3)S(=O)(=O)c3ccc(OC)cc3)CC2)cc1,2%,1%,28%,-9%,-9%,16%,?,10µM*,-10%
Cc1ccc(C)c(S(=O)(=O)N2CCCCC2CCNC(=O)C(=O)NCc2cccnc2)c1 (centres undefined),-13%,6%,nt,nt,-14%,7%,6%,-42%,nt
COc1cc(NC(=O)C2CC(c3ccccc3O)=NO2)c(OC)cc1Cl (centres undefined),3%,-4%,?,-3%,0%,16%,-3%,?,-5%
COc1cc2c(cc1NC(=S)NC(=O)/C=C/c1ccco1)oc1ccccc12,-10%,5%,-13%,-4%,6%,23%,-3%,23%[59 µM],-10%
Cc1ccccc1NS(=O)(=O)c1ccc(C(=O)NCCCN2CCCC2=O)cc1,-17%,13%,nt,nt,-3%,96%[activator],0%,2%,nt
COc1ccccc1-c1cc(-n2ccnc2)ncn1,nt,1%,nt,2%,2%[60.1 µM],nt,nt,-41%[0.501 µM],nt
O=c1[nH]c(CSc2nnc3ccccn23)nc2ccccc12,?,3%,0%,3%,-1%,-6%,4%,-19%[59 µM],-8%
COc1ccc(-n2c(COc3ccccc3)n[nH]c2=S)cc1,-22%,-9%,23%,3%,-13%,5%,-2%,14%[0.501 µM],-3%
CN(C)/C=C/C(=O)c1ccc(OCCN(C)c2ccccn2)cc1,0%,15%,-1%,-4%,-7%,-20%,?,-14%,4%
O=C(Nc1nnc(C2CC2)s1)c1cccnc1Oc1ccc(Cl)cc1,-9%,?,-23%,0%,-1%,-12%,-3%,1%,-1%
COC(=O)c1cc(S(=O)(=O)NCC2CCN(Cc3cccc(Cl)c3)CC2)c[nH]1,-15%,-1%,16%,-1%,-7%,23%,-3%,2%,-8%
COc1ccccc1CNC(=O)COCc1cc(-c2cccs2)on1,-3%,nt,-21%,0%,-20%,-3%,3%,-15%[59 µM],5%
Cc1cc(-c2ccccc2)nc(N(C)N)c1S(C)(=O)=O,-19%,2%,-2%,-4%,-19%,54%[activator],-7%,9%,-6%
Cc1nc(-c2ccc(NC(=O)c3ccccc3)cc2)cs1,-15%,3%,-3%,-3%,-24%,37%,-14%,0%,-14%
CC1CCN(C(=O)CNC(=O)c2ccc(Br)o2)CC1,-10%,-3%,nt,nt,21%,1%,nt,nt,nt
CC(=O)Nc1ccc(S(=O)(=O)N(C)Cc2ccccc2)cc1,-15%,0%,-1%,-7%,-15%,5%,1%,?,-9%
COc1ccc(OC)c(C2(O)CSC(=Nc3cccnc3)N2Cc2ccco2)c1 (centres undefined),-21%,4%,-5%,-21%,2%,169%[activator],63µM*,-39%,1%
Cc1ccc(C)c(S(=O)(=O)NCc2ccc(C(=O)N3CCC(Cc4ccccc4)CC3)cc2)c1,-24%,-4%,-2%,-12%,-2%,-15%,-9%,-39%,10%
O=C(COc1ccc(-c2ccccc2)cc1)N/N=C/c1ccccc1Br,-15%,0%,?,-5%,2%,-5%,-22%,44%,?
COCCCNC(=O)Cc1c(C)c2cc3c(cc2oc1=O)OC(C)(C)CC3,0%,19%,11%,-2%,8%,4%,-14%,23%,-4%
N#Cc1cc(-c2ccc(Cl)cc2)cnc1Sc1ccc(F)cc1,-22%,3%,48%,-2%,-9%,12%,8%,18%,-14%
O=C(COC(=O)c1ccccc1O)Nc1cc([N+](=O)[O-])ccc1Cl,?,1%,2%,1%,-7%,3%,4%,7%,3%
COc1ccc(C(=O)N[C@H](C(=O)NCCCn2nc(C)cc2C)C(C)C)cc1,-12%,-2%,nt,nt,-12%,27%,nt,nt,nt
Cc1cc(C)cc(NC(=O)c2snc3c(=O)[nH]cnc23)c1,nt,-1%,3%,0%,nt,nt,5%,-10%,-3%
CS(=O)(=O)N(CC(=O)NC1CCCC1)c1cccc(F)c1,-4%,2%,-16%,-1%,-13%,6%,2%,5%[59 µM],3%
Cn1cnnc1SCc1ccc(C(=O)O)cc1,-7%,-6%,14%,2%,-8%,11%,-3%,-7%[59 µM],-10%
Cc1cc(S(=O)(=O)Nc2ccc(N(C)C)cc2)c(C)s1,-7%,1%,-17%,-5%,-7%,-10%,45µM*,?,?
CCCCN(C)CCNC(=O)c1ccc2c(c1)NC(=O)CN2,-14%,nt,19%,0%,-5%[60.1 µM],15%,0%,3%[59 µM],-2%
CCN(CC(=O)NC)S(=O)(=O)c1ccc(C)cc1,-3%,29%,5%,2%,-6%,-2%,8%,-9%[12.7 µM],4%
Cc1cccc(NC(=O)CCC(=O)OCc2ccc(Br)cc2)c1,-17%,-7%,23%,-3%,-3%,4%,46%[activator],41%[59 µM],-5%

# Exported field by field: 2 of the compounds above
COc1ccc(OC)c(C2(O)CSC(=Nc3cccnc3)N2Cc2ccco2)c1 (centres undefined)
  Pol eta inh: -21% | APE1 inh: 4% | Pol beta inh: -5% | BLM inh: -21% | POLK inh: 2% | POLI inh: 169%[activator] | BAZ2B block: 63µM* | G9a block: -39% | Apoferritin bind: 1%
O=C(COC(=O)c1ccccc1O)Nc1cc([N+](=O)[O-])ccc1Cl
  Pol eta inh: ? | APE1 inh: 1% | Pol beta inh: 2% | BLM inh: 1% | POLK inh: -7% | POLI inh: 3% | BAZ2B block: 4% | G9a block: 7% | Apoferritin bind: 3%

# The list goes on:
SMILES,Pol eta inh,APE1 inh,Pol beta inh,BLM inh,POLK inh,POLI inh,BAZ2B block,G9a block,Apoferritin bind
N#C/C(=C\c1cn(Cc2ccccc2C#N)c2ccccc12)C(=O)NCc1cccs1,nt,0%,1%,-5%,nt,nt,-2%,6%[12.7 µM],-6%
CC(=O)Nc1cccc(/C(C)=N/NC(=O)c2ccc(O)cc2)c1,-11%,4%,0%,-2%,3%,?,-17%,2%,-2%
CC(C)c1nc2cc(C(=O)NC(c3cccnc3)C(F)(F)F)ccc2o1 (centres undefined),-19%,42%[activator],?,1%,4%,6%,-2%,9%,-11%
O=C(COc1ccc(Br)cc1)N(Cc1ccco1)C1CCS(=O)(=O)C1 (centres undefined),-11%,35%,19%,2%,-1%,21%,-13%,-1%,-8%
CCCCN(CC)C(=O)CCCn1c(=O)c2cccn2c2ccccc21,-16%,nt,4%,0%,-2%,51%[activator],?,-26%[59 µM],-19%
O=C(Nc1ccc(Cl)cc1C(F)(F)F)c1cc(S(=O)(=O)N2CCOCC2)ccc1F,-14%,nt,27%,-1%,1%[60.1 µM],7%,1%,2%[59 µM],-9%
O=C(C1CCCCC1)N1CCCn2c1nc1ccccc12,-17%,3%,?,-1%,-5%,5%,4%,0%[59 µM],-8%
CCOC(=O)c1ccc(NC(=O)C2C3CCC(C3)C2C(=O)O)cc1 (centres undefined),-6%,14%,-8%,2%,6%,?,-3%,10%[12.7 µM],-3%
CCCCOc1ccc(C(=O)NCC(=O)NCC(c2ccc(OC)cc2)N2CCOCC2)cc1 (centres undefined),-9%,48%[activator],nt,nt,-24%,9%,-35%,5%[59 µM],nt
CC1=C(C(=O)Nc2ccccc2)C(c2ccncc2)n2nc(SCc3ccccc3Cl)nc2N1 (centres undefined),-1%,nt,2%,-9%,-18%,-9%,6%,8%[59 µM],5%
CC(=O)n1cc(N(C(=O)CCl)c2ccc([N+](=O)[O-])cc2)c2ccccc21,40µM*,3%,-11%,-11%,-1%,?,-33%,50µM*,-9%
COc1ccc(Cc2nnc(SCC(=O)Nc3ccccc3)[nH]c2=O)cc1,-9%,1%,nt,nt,-14%,?,-4%,?,nt

# Only part of the results is shown; the hit share may differ from the screen's.
